From PubChem
aGal spleen mod – alpha-galactosidase A (human) modulation. P06280. human spleen homogenate, 4MU-alpha-Gal fluorescence, 40 min. Potency, µM (series often up to 80 µM), for the others: at the highest dose activity change, negative = inhibition, actives largely listed as inhibitors. 0.008% of 240,000 active. AID 2107;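 also: potency is read from the fitted curve at half-maximal effect; 0% = enzyme with vehicle and -100% = no enzyme basal signal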
Target sequence (P06280 32-429 limits assumed): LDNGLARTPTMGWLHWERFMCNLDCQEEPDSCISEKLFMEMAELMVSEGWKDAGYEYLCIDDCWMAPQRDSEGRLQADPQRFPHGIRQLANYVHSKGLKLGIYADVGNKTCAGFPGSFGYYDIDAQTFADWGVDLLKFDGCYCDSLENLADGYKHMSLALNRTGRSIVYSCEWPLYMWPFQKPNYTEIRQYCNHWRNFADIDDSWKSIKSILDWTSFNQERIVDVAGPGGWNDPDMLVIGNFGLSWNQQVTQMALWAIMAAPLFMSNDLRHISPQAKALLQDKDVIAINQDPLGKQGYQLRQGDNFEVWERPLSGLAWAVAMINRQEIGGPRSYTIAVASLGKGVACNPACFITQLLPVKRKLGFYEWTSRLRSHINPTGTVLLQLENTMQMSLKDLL
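Fluorogenic readout (Ex 365/Em 440 nm) of 4-methylumbelliferone released from 1 mM 4-MU-alpha-galactoside by spleen homogenate, 40 min at 37C, pH 5.0. Data normalized to no-enzyme and enzyme controls; Hill-equation AC50 from compound titrations.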
Luc counter – blocks Kinase-Glo luciferase, a counter-screen artifact; Kinase-Glo luciferase, ATP luminescence, 8 min; AID 1379; Potency, µM (highest dose often 38.3 µM), without a hit: top-dose activity change, negative = inhibition, hits mostly inhibitors; 0.28% of 200,000 active; also: potency is read from the fitted curve at half-maximal effect; % is scaled to controls: 0 for no effect and ±100 for the full control effect; nearly all actives have a fitted effect of over 60% in size
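Inhibition of Kinase-Glo luciferase light generation was assessed at 10 uM ATP in pH 7.2 imidazole buffer, with luminescence measured after eight minutes at ambient temperature.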
IMPase Li inh – membrane-permeable IMPase blocker, potentiated with lithium | CHO-M1 cells, IP1 TR-FRET (IP-One), carbachol + lithium | 0.35% of 210,000 active | AID 1457 | Potency, µM (top dose mostly 59.4 µM), for the others: top-dose activity, negative = IMPase inhibition, most hits filed as inhibitors;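 also: IP1 builds up when IMPase is blocked and the TR-FRET signal falls; potency is read from the fitted curve at half-maximal effect; plate controls were basal vehicle for no effect and high inhibitor control for full effect; nearly all actives have a fitted effect of over 50% in size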
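CHO-M1, 2000 cells/well, 16–30 h culture; cpd + low Li+, 30 min 37C; lysis with d2-IP1/Eu-anti-IP1 Ab, 10 min RT; TR-FRET 665/620 ratio and 620 channel; AC50 via Hill.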
Epigenetic reg – regulators of epigenetic silencing causing reporter derepression in mouse cells | murine LDR cells, GFP reporter derepression, 30 h | Potency, µM (titrated, usually from 53.9 µM), for inactives: at the highest dose GFP activation, usual class: activators | 0.2% of 280,000 active | AID 1865; also: potency is read from the fitted curve at half-maximal effect; % of control where 0% means no effect; nearly all actives have a fitted effect of over 60% in size
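Readout is the number of GFP-expressing murine LDR cells, counted by cytometry following washing. Cells were treated with compound for 30 h at 37 C; the stably integrated CMV-GFP locus is normally silent.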
LMNA splice mod – changes lamin A minigene splicing in HeLa cells; HeLa LMNA splicing GFP/RFP minigene ratio, 48 h; Potency, µM (doses to about 46.1 µM), for the others: top-dose ratio change, negative = inhibition, hits mostly inhibitors; 0.01% of 200,000 active; active = well fitted inhibition curve with a large enough effect in the signal ratio, with a control signal flat, not every such curve was filed as active; inconclusive = small, poorly fitted or top-dose-only effect, or effect the other way, or a change in a side signal; the % refers to the signal ratio; also: potency is read from the fitted curve at half-maximal effect; % is scaled to controls: 0 for no effect and ±100 for the full control effect
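S3 HeLa stable clones carrying a lamin A-EGFP splicing minigene plus DsRed2 were seeded at 600 cells/well in Opti-MEM with 2% FBS, pin-dosed and incubated 48 h at 37°C. Acumen cytometry (488 nm) gave the GFP/RFP total-intensity ratio.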
CBFb-RUNX1 inh – inhibitors of human CBF-beta and RUNX1 interaction; AlphaScreen CBFb-His/RUNX1-biotin binding, biochemical; AID 1477; 230,000 tested, under 10 active; Potency, µM (series often up to 59.8 µM), for inactives: at the highest dose activity, negative = inhibition, hits mostly inhibitors; Q01196+Q13951; also: % of control where 0% means no effect
Target sequence (Q01196 whole entry, looked up): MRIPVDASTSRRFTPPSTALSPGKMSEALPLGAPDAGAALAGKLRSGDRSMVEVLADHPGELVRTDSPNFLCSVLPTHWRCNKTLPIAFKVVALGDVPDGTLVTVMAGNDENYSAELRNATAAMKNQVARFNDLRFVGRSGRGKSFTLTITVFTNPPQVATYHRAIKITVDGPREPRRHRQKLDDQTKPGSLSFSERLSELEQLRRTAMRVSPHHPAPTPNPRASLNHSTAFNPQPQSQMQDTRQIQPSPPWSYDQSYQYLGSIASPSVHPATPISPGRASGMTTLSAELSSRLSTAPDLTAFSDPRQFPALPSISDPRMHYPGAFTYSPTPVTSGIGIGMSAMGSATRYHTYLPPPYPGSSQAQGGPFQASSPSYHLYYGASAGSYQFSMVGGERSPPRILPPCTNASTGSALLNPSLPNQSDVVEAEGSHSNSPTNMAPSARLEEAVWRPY
Target sequence (Q13951 whole entry, looked up): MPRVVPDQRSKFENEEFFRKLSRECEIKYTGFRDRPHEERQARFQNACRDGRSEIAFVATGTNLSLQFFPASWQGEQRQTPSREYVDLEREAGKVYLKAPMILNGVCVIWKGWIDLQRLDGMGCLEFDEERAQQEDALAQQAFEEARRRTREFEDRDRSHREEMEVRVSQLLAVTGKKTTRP
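Compounds were screened at multiple concentrations against a preformed CBF-beta(His)/RUNX1(biotin) complex (30 nM of each) for 15 min at room temperature, followed by 90 min with nickel and streptavidin beads and AlphaScreen reading.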
NPSR antag – blocks cAMP signaling of the human neuropeptide S receptor | Q6W5P4 | CHO-NPSR cells, cAMP TR-FRET, antagonist mode | Potency, µM (series often up to 38.3 µM), inactives show at the top dose activity change, negative = inhibition, usual class: inhibitors | 1% of 220,000 active | AID 1461; also: potency is read from the fitted curve at half-maximal effect; % is scaled to controls: 0 for no effect and ±100 for the full control effect; nearly all actives have a fitted effect of over 50% in size; many of its hits are not listed in these tables
* = called active by the depositor; ? = inconclusive; / = not tested or not shown; & = joins results of further samples; [ ] = remark or other dose. Unless noted, calls follow the shape of the dose curve; as a rule, active = well fitted curve in the direction sought with a large enough effect; inconclusive = small, poorly fitted or top-dose-only effect, or another doubt; inactive = no such curve, though single readings can be large; an effect the other way counts as inactive or inconclusive. Some of the compounds tested. The share of hits here may be higher or lower than overall.

Screens in order – Epigenetic reg, NPSR antag, Luc counter, IMPase Li inh, LMNA splice mod, aGal spleen mod, CBFb-RUNX1 inh
CCOC(=O)c1c2ccc(OCC(=O)NN)cc2n2ccccc12
→ -0.1%, -43.1%, -1.2%, 1.5%, -1.2%[46 µM], -0.6%, 29.5%
CCOC(=O)CNC(=O)CSc1ncnc2c1cnn2-c1ccccc1
→ -2.3%, -5.9%[46.1 µM], -1.3%, 15.8%, -4.5%, 2.1%, 11.7%
CCOc1ccc(-c2nnc(SCc3nc4ccccc4[nH]3)n2N)cc1
→ 0.0%, -15.8%[46.1 µM], 0.7%, 34.1%[activator][38.3 µM], -5.2%, 9.8%, 5.7%
CC(=O)Nc1ccc(C(=O)N/N=C(\C)CC(=O)Nc2ccc(OCc3ccccc3)cc2)cc1
→ 0.0%, 17.1%, -0.1%, 1.8%, -18.9%, -8.1%, 0.6%
c1ccc(-n2cnc3cc(NCc4ccccn4)ccc32)cc1
→ 1.1%, -7.7%[46.1 µM], 4.2%, -5.7%[38.3 µM], -8.3%, 3.8%, -18.2%
Cc1cc(NC(=O)c2oc3ccccc3c2C)ccc1-n1cnnn1
→ 0.8%, -21.5%[46.1 µM], -0.6%, 10.9%[38.3 µM], 15.8%, 1.0%, 5.3%
O=C(NC1CCCCC1)c1ccc(CNc2ccccc2)o1
→ 0.0%, 11.9%[46.1 µM], 1.4%, -12.6%[38.3 µM], ?, -3.7%, 2.5%
Cc1ccccc1N1CCN(S(=O)(=O)c2ccccc2)CC1
→ -1.6%&-1.0%, 0.6%[46.1 µM], 0.8%, 16.0%, ?, -0.3%, 16.5%
CCCCN(C)C(=O)Cn1c(=O)oc2cc(S(=O)(=O)N3CC(C)CC(C)C3)ccc21 (stereo not given)
→ 0.1%, ?, /, /, /, 2.3%, 5.2%
O=C(Nc1cccc(F)c1)c1cccnc1NCCc1ccccc1
→ -1.1%, -56.3%, -1.2%, 5.6%, -2.4%, -1.1%, ?
CCc1ccc(NC(=O)COC(=O)c2ccc(Cl)c(S(=O)(=O)N3CCCCCC3)c2)cc1
→ -3.0%, 8.9%, 0.5%, 9.4%, -1.6%, -1.1%, 19.2%
COc1ccc(Cl)cc1NC(=O)CSc1nnc(Cn2c(=O)sc3ccccc32)n1C
→ -1.0%, -8.9%[46.1 µM], 0.7%, 3.4%, 1.5%, -2.3%, 0.6%
Cc1nnc(NC(=O)CSc2ncn(-c3ccccc3)n2)s1
→ 1.1%, -17.7%, 2.6%, -0.8%, /, 8.4%, -3.8%
CNC(=O)c1[nH]cnc1C(=O)N[C@@H](CCCCNC(=O)OC(C)(C)C)C(=O)OC(C)(C)C
→ -1.3%, -20.1%, /, -5.0%, /, -1.8%, 10.5%
O=C1NN(c2ccccc2)C(=O)/C1=C/c1cccs1
→ 1.1%, -21.0%, -4.0%, 30.9%[activator], -8.6%, -1.1%, -4.3%
C=CCSc1nnc(-c2ccccc2NC(C)=O)c(=O)[nH]1
→ -2.0%, 14.6%[46.1 µM], 17.4%, 0.7%, -7.9%, 6.9%, 4.1%
CCOc1ccc2[nH]c(=O)c(CN(CC3COCCO3)C(=O)c3ccco3)cc2c1 (stereo not given)
→ 0.0%, -2.5%[46.1 µM], 0.7%, 27.5%[38.3 µM], -4.6%, -6.5%, 1.7%
CC(NS(=O)(=O)c1ccc(Cl)cc1)C(=O)NCCC1=CCCCC1 (stereo not given)
→ 4.5%, 1.5%, /, /, /, 4.9%, 17.1%
C=CCN(CC=C)S(=O)(=O)c1ccc(NC(=S)NC(=O)/C=C/c2ccc(C)cc2)cc1
→ -0.7%, -16.8%[46.1 µM], -1.9%, -23.5%[38.3 µM], 6.2%, -9.0%, -5.3%
CCOc1c(CNCCNC(=O)c2nonc2N)cccc1OC
→ -2.4%, 2.3%[7.67 µM], -0.1%, 3.0%[38.3 µM], -1.6%, -0.4%, 0.4%
Cc1ccc(C(=O)NCc2ccccc2)cc1Br
→ -1.3%, -3.9%, -3.2%, 5.8%, -4.9%, -13.3%, -1.2%
C#Cc1ccc([C@@H]2C=C(C(=O)N3CCN(Cc4ccccc4)CC3)O[C@H](OCCCCO)C2)cc1
→ -0.7%, 20.8%, /, 1.4%, /, 3.9%, -26.2%
CC(C)CCNC(=O)COC(=O)c1ccc(Br)o1
→ 0.5%, 6.9%[46.1 µM], -1.2%, 18.8%[38.3 µM], 6.4%, 0.9%, 2.2%
O=C(NCc1ccccc1Cl)c1ccc[nH]1
→ -0.6%[10.1 µM], 5.9%, 2.1%, 0.0%, -2.8%[46 µM], -3.9%, -3.2%
Cc1ccc(N(C)C(=O)N2CCN(S(=O)(=O)c3ccc(C)c(C)c3)CC2)cc1
→ -3.1%, -23.0%[46.1 µM], -1.8%, 13.8%[38.3 µM], 5.9%, -4.5%, -2.6%
O=S(=O)(c1ccc(OCC(O)CNCc2ccco2)c(Cl)c1)N1CCOCC1 (stereo not given)
→ 1.7%, ?, -5.4%, 17.3%[38.3 µM], 5.7%, 2.9%, 2.0%
COc1ccc([N+](=O)[O-])cc1NC(=O)C1(c2ccccc2)CCOCC1
→ -0.3%, -9.9%, -0.5%, 12.6%, /, -3.0%, -1.0%
Cn1cc2ccc(N)cc2n1
→ -1.0%, -2.2%, -2.4%, -1.3%, /, -0.4%, -3.6%
Cc1ccc(S(=O)(=O)N(C)C)cc1NC(=S)NCCc1ccccn1
→ -1.8%, 3.2%, 2.6%, -7.6%, -23.4%[46 µM], 6.0%, 8.6%
CCC(Cc1ccccc1)NC(=O)CCn1cccc1 (stereo not given)
→ -1.0%, 2.1%[46.1 µM], -1.1%, 9.1%[38.3 µM], 5.0%, 10.4%, -8.9%
O=C(NC1=NCCS1)c1cccc(NC(=O)c2ccco2)c1
→ -6.3%, -11.0%[46.1 µM], -1.0%, 23.8%[38.3 µM], -15.5%, -1.7%, -9.7%
CCN(CC)C(=O)C1=C(C)NC(=O)NC1c1ccccc1F (stereo not given)
→ -1.1%, -1.7%[46.1 µM], -0.3%, 19.2%[38.3 µM], -4.1%, -4.5%, 11.6%
CC(Oc1ccc(Cl)cc1Cl)C(=O)NCc1ccncc1 (stereo not given)
→ 1.0%, -11.1%[46.1 µM], 1.5%, 10.9%[38.3 µM], ?, 4.9%, -7.3%
Cc1cc(=O)oc2cc(OC(=O)c3ccco3)ccc12
→ -5.9%, -9.2%, -10.8%, ?, /, -0.6%, -3.6%
CC(Sc1sc(=S)sc1SC(C)C(=O)O)C(=O)O (stereo not given)
→ -1.1%, -5.2%[46.1 µM], 3.8%, -4.9%[38.3 µM], 9.1%, -0.2%, 6.7%
O=C(c1cccc(N2CCCC2=O)c1)N1CCN(c2ccccc2)CC1
→ 0.8%, 4.2%[46.1 µM], -0.6%, 3.8%, -6.6%, 0.3%, -6.6%
Cc1nc2cc(C(F)(F)F)ccc2n1C1CCN(CC(=O)N2CCOCC2)CC1
→ -5.2%, -9.7%[7.67 µM], -0.7%, -4.7%[38.3 µM], -6.2%, 2.4%, -18.9%
N#Cc1cnn2c1nc(N1CCOCC1)c1ccccc12
→ -1.0%, 4.9%[46.1 µM], -4.4%, -9.0%[38.3 µM], 15.7%, 7.4%, -1.2%
CC(CCc1ccccc1)NC(=O)C(=O)NCCc1ccccc1 (stereo not given)
→ 1.0%, 3.1%, -2.2%, 3.4%, -1.5%, -3.2%, 5.9%
COc1ccccc1N(C(=O)c1cncc(Br)c1)c1nc(-c2ccc(C)cc2)cs1
→ -1.5%, -19.8%, -1.8%, 12.1%, ?, 6.1%, 16.8%
O=C1c2ccccc2C(=O)N1CC(O)COCc1ccccc1 (stereo not given)
→ 0.0%, -0.9%[46.1 µM], 2.9%, -19.1%[38.3 µM], 3.3%[0.0737 µM], 17.4%, 3.5%
NC(=O)CSc1c[nH]c2ccccc12
→ 0.0%, 5.3%[46.1 µM], 1.6%, 0.8%, -4.4%, 1.9%, 2.9%
CCN(CC)c1ccc(C=C2C(=O)OC3(CCCCC3)OC2=O)cc1
→ 0.6%, -29.2%, -1.3%, 10.1%, ?, -2.0%, -7.8%
COc1cccc(N(CC(=O)N2CCc3ccccc3C2)S(C)(=O)=O)c1
→ 0.1%, 5.8%[46.1 µM], -0.6%, 4.5%[38.3 µM], -8.9%, -11.8%, -6.3%
Cc1csc(NC(=O)CSc2ccccc2F)n1
→ -4.8%, -10.2%, 0.3%, -3.4%, 13.5%[46 µM], -5.4%, 2.8%
COC(=O)C1=C(C)NC(=O)CC1c1cc2c(cc1Br)OCO2 (stereo not given)
→ -1.2%, -7.5%[46.1 µM], 1.8%, -13.0%[38.3 µM], 16.1%, -2.3%, 4.0%
C=CCO/N=C/C1C(=O)CC(C)(C)CC1=O
→ -1.8%, 13.2%, 3.2%, -1.4%, 6.1%, 2.4%, 2.7%
COc1ccc(C2=C(c3ccc([N+](=O)[O-])cc3)C(=O)OC2)cc1
→ -7.0%, -38.1%, -2.7%, 3.6%, /, 3.5%, -6.4%
CCN(CC)CCN1C(=O)C(O)=C(C(C)=O)C1c1ccccc1 (stereo not given)
→ 0.7%, 9.5%[46.1 µM], -1.3%, -0.7%[38.3 µM], 1.6%, 0.7%, 1.5%
CC(=O)Nc1c(O)nc(SCC(=O)Nc2cccc(C)c2)[nH]c1=O
→ -3.9%, 4.0%[46.1 µM], -4.1%, 29.1%[38.3 µM], 7.2%, 1.0%, -2.6%
CCOC(=O)c1[nH]c2cc(OC)c(OC)cc2c1N
→ 1.8%, ?, 1.0%, 34.5%[activator][38.3 µM], -1.5%, 5.9%, -3.6%
CC(=O)NC(O)C(=O)c1ccco1 (stereo not given)
→ -1.4%, -3.0%[46.1 µM], -2.2%, -7.4%[38.3 µM], 9.0%, 8.6%, 4.8%
Cc1ccc(Nc2nnns2)cc1C
→ -1.1%, 1.5%[46.1 µM], 0.4%, 3.1%[38.3 µM], -12.8%, 4.3%, 0.7%
CC1(C)CC(CC(=O)Nc2nccs2)(c2ccccc2)CCO1 (stereo not given)
→ -4.4%, 17.8%, 3.9%, 3.0%, ?, -13.5%, 7.8%

Molecules shown so far that have a nitro group on carbon, in the order listed:
Screens in order – Epigenetic reg, NPSR antag, Luc counter, IMPase Li inh, LMNA splice mod, aGal spleen mod, CBFb-RUNX1 inh
COc1ccc([N+](=O)[O-])cc1NC(=O)C1(c2ccccc2)CCOCC1
→ -0.3%, -9.9%, -0.5%, 12.6%, /, -3.0%, -1.0%
COc1ccc(C2=C(c3ccc([N+](=O)[O-])cc3)C(=O)OC2)cc1
→ -7.0%, -38.1%, -2.7%, 3.6%, /, 3.5%, -6.4%
